# Bioassay records deposited in PubChem by several laboratories.
# MEKK3 PB1 HTS = modulators of MEKK3-MEK5 PB1 binding, primary screen, biochemical, wildtype MEKK3, multiplex bead flow cytometry, Alexa488-MEK5; Mitogen-activated protein kinase kinase kinase 3 (Homo sapiens), Q99759; bead-based flow cytometry, Alexa488-MEK5 binding to MEKK3; actives lie on both sides; 0 = blocked by unlabeled MEK5, 100 = vehicle; binding response (% of control), % at 10 µM; 1.4% of 290,000 active; AID 1529, 2009;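 active = binding response more than 3 SD above or below the average of its plate-row segment, actives on both sides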;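 also: Alexa488 bead fluorescence after subtracting the streptavidin-only scavenger bead signal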
# OXTR agonist = human OXTR agonists, primary screen, fluorescence, CHO-OTR cells, Fluo-8 calcium; Oxytocin receptor (Homo sapiens), P30559; Fluo-8 calcium fluorescence; normalized: DMSO 0%, oxytocin 100%; activation, % at 3 µM; 0.32% of 320,000 active; AID 2435, 2010;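 active = activation above the mean of all tested compounds plus 3 SD, cutoff set per screening run, cut at about 20% in these data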;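 also: peak over basal fluorescence ratio from a 100 s FLIPR kinetic read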
# Target sequence (P30559 whole entry, looked up): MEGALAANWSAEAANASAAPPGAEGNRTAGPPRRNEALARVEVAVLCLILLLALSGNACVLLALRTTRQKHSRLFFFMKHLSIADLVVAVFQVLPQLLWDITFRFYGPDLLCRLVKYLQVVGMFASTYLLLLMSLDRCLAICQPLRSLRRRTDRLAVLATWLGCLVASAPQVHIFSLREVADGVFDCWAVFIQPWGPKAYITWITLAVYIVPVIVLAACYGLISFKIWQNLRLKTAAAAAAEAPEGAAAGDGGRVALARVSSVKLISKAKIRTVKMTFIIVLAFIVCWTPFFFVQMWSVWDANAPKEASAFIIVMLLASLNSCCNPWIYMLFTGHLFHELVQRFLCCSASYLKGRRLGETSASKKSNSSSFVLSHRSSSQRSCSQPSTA
# MEKK2wt PB1 HTS = modulators of MEK5 binding to wildtype MEKK2, primary screen, biochemical, multiplex bead flow cytometry, Alexa488-MEK5. Alexa488-MEK5 binding to MEKK2 WT; actives lie on both sides. binding response (% of control), % at 10 µM. 1.1% of 290,000 active. AID 1531, 2009; in the data active = binding response below about 67% or above about 130%
# GalR3 antagonist = GalR3 antagonists in HEK293 cells, primary screen, cell-based, fluorescence readout; inhibition, % at 3 µM; HEK293 GalR3-CNG cAMP membrane potential fluorescence; galR3 body fused to GalR1 C-terminus; Galanin receptor type 3 (Homo sapiens), O60755; 0.44% of 360,000 active;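 active = inhibition above the screen-wide average plus 3 SD, cut at about 13% in these data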;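 also: forskolin and galanin both at EC90 stimulate the cells; cAMP rise reported by CNG channel membrane potential dye signal; 0% = forskolin plus galanin with DMSO and 100% = forskolin alone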
# Target sequence (O60755 1-299 limits assumed): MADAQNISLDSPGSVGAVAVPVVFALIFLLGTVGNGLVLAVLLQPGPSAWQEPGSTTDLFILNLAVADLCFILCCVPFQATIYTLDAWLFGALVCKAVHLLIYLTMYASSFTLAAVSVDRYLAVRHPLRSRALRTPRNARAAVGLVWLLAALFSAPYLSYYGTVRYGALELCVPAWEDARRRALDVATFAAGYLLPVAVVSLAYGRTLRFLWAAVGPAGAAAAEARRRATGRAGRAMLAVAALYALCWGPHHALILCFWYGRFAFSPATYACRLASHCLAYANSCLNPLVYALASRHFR
# V1R ag counter = agonists of human V1a receptor, primary screen, counter-screen for OXTR agonist project, fluorescence, CHO-V1R cells. Fluo-8 calcium fluorescence, agonist mode; 0% DMSO, 100% 3 nM vasopressin. activation, % at 3 µM. 0.25% of 320,000 active;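 active = activation above the mean activation of all tested compounds plus 3 SD, per screening run, cut at about 20% in these data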;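 also: signal is peak over basal fluorescence ratio across a 100 second FLIPR read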
# MEKK2 mut-MEK5 = MEK5 binding signal on mutant MEKK2 PB1, primary screen, biochemical, multiplex bead flow cytometry, Alexa488-MEK5; Alexa488-MEK5 binding to MEKK2 mutant; percent response, % at 10 µM; 0.35% of 290,000 active; in the data active = percent response above about 24%, passing the limit was not always enough; also: inactives centre near 1; some results filed as inactive read as strong as hits; reference of the scale not given here
# GPR7 antagonist = GPR7 receptor antagonists, primary screen, cell-based, fluorescence, single concentration; Neuropeptides B/W receptor type 1 (Homo sapiens), P48145; GPR7-expressing cells, fluorescence antagonist assay; inhibition, % at 4.4 µM; 1.1% of 290,000 active; in the data active = inhibition above about 16%, passing the limit was not always enough;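 also: cells stimulated with the agonist NPW; 0% = agonist with vehicle and 100% = vehicle without agonist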
# NALP1 inh = NALP1 inflammasome inhibitors in reconstituted yeast, colorimetric, S. cerevisiae, triplicate retest; 0.61% of 280,000 active; S. cerevisiae NALP1/ASC/caspase-1 growth, X-gal OD620, 72 h; inhibition, % at 10 µM; in the data active = inhibition mostly above about 24%, no sharp cut-off; inactive = mostly below about 32%; also: some compounds called inactive have numbers as strong as hits
# PHOSPHO1 block = PubChem AID 1565; recombinant PHOSPHO1, absorbance phosphatase assay; inhibition, % at 13.3 µM; Phosphoethanolamine/phosphocholine phosphatase (Homo sapiens), Q8TCT1; 1.1% of 290,000 active; in the data active = inhibition above about 60%
# Target sequence (Q8TCT1 whole entry, looked up): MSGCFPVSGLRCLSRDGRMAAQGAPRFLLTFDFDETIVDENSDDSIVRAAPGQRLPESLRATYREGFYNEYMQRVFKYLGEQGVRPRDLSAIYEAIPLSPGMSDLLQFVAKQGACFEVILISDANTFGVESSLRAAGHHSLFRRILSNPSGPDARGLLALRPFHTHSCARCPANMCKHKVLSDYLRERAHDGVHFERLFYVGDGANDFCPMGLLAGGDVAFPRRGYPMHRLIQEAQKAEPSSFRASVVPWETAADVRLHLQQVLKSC
# * marks the source's active call; other numbers are inactive results; . = no result given; & = joins results of further samples; ! = a repeat was not active; [ ] = dose if it differs, or a comment.
# Start of the listing, in advance:
SMILES,MEKK3 PB1 HTS,OXTR agonist,MEKK2wt PB1 HTS,GalR3 antagonist,V1R ag counter,MEKK2 mut-MEK5,GPR7 antagonist,NALP1 inh,PHOSPHO1 block
COc1ccc(N2CCN(Cc3cc(=O)oc4cc(C)c(Cl)cc34)CC2)cc1,103,-0.6,104,-6,-0.4,5,-12,-6,-18
CC(C)Oc1ccc(C(CC(=O)N(C)CCC#N)c2ccc(F)cc2)cc1 (configuration not stated),102,-2.6,98,0,0.0,-1,6,29,9

# All compounds of this part, from the start:
SMILES,MEKK3 PB1 HTS,OXTR agonist,MEKK2wt PB1 HTS,GalR3 antagonist,V1R ag counter,MEKK2 mut-MEK5,GPR7 antagonist,NALP1 inh,PHOSPHO1 block
COc1ccc(N2CCN(Cc3cc(=O)oc4cc(C)c(Cl)cc34)CC2)cc1,103,-0.6,104,-6,-0.4,5,-12,-6,-18
CC(C)Oc1ccc(C(CC(=O)N(C)CCC#N)c2ccc(F)cc2)cc1 (configuration not stated),102,-2.6,98,0,0.0,-1,6,29,9
CCCCC(=NCCc1c(C)[nH]c2ccc(OC)cc12)C1=C(O)CC(c2ccccc2)CC1=O (configuration not stated),98,-1.1,96,8,-0.8,0,4,-6,20
Cc1cc(C)cc(N(CC(=O)O)S(=O)(=O)c2c(C)noc2C)c1,109,0.5,108,-7,0.8,7,-5,2,6
CC(NC(=O)COC(=O)/C=C/c1ccc([N+](=O)[O-])cc1)c1ccccc1 (configuration not stated),100,18,108,-3,3.9,8,7,19,-1
COc1ccc(C(=O)Nc2cc3c(cc2C#N)OCO3)cc1S(=O)(=O)N1CCN(C)CC1,85,1.0,90,0,0.3,-4,-22,20,-6
CCCCC(=O)Nc1cccc(NC(=O)c2ccc3c(c2)OCO3)c1,100,0.0,94,-4,0.6,0,-13,14,0
O=CC1=C(N2CCOCC2)/C(=C/c2ccc(Cl)cc2)CC1,102,0.9,102,-5,2.5,4,-4,18,-30
CCC(C)n1c(-c2cccc(S(=O)(=O)N(CC)CC)c2)n[nH]c1=S (configuration not stated),105,0.2,107,-8,1.5,4,-13,2,-10
Cc1onc(-c2ccccc2)c1C(=O)c1c[nH]c(C(=O)NCc2ccccn2)c1,99,2.8,97,-5,1.6,-4,-4,-13,53
Cc1ccc(Nc2nc(C(=O)N3CCC(C(=O)NC(C)C)CC3)cs2)cc1,106,-2.2,100,-6,-0.1,-3,-9,.,35
CCOc1ccc(C(CCc2ccccc2)NC(=O)c2ccc(OC)c(OC)c2)cc1OCC (configuration not stated),102,1.3,101,-7,1.8,1,-9,11,30
CC1(C)CC(NCc2ccccc2)CCO1 (configuration not stated),90,0.9,102,-3,0.3,-1,-9,26,-13
CCc1ccc(C(CC(=O)O)N2Cc3ccccc3C2=O)cc1 (configuration not stated),104,1.6,103,-10,1.5,8,-7,-4,.
O=C1CN(C(=O)c2ccc(F)cc2)c2ccccc2N1,104,0.9,102,-7,0.2,3,-1,12,22
O=S(=O)(c1ccccc1)c1nc(-c2ccco2)oc1NCCN1CCOCC1,90,0.2,92,-5,-0.2,-2,3,-15,20
O=C(Cn1cc([N+](=O)[O-])cn1)N1CCN(Cc2ccc3c(c2)OCO3)CC1,104,2.0,99,-8,0.9,-1,-4,-47,30
CCCCSc1nc2sc3c(c2c(=O)[nH]1)CCC3,100,-0.7,101,-6,-0.5,-2,7,38,4
O=C(NNC(=O)c1nn(-c2ccc(F)cc2)ccc1=O)c1ccc(C(F)(F)F)cc1,97,-2.3,99,2,0.1,-2,-12,30,19
COC(=O)Cn1c(CCS(=O)(=O)c2ccc(C)cc2)nc2ccccc21,100,-0.9,100,-3,0.1,-2,4,33,7
COC(=O)c1nn(-c2ccc(OC)cc2)c(=O)cc1Sc1ccc(C)cc1,126,-0.9,111,-1,-0.1,0,-5,-1,37
Cc1nc2ccccn2c1-c1ccnc(=S)[nH]1,101,-2.0,101,0,0.3,8,-5,9,-74
CCc1c(C)nc2c(Br)cccc2c1SCCC#N,143*,-2.9,102,4,-1.3,2,-11,39,2
CC1(C)Cc2nc3sc4c(SCC(=O)NCc5ccccc5)ncnc4c3cc2CO1,105,-1.3,104,0,-0.4,5,8,7,13
C/C(=N\NC(=O)c1nnn(-c2nonc2N)c1-c1cccs1)c1ccncc1,103,1.6,104,-1,3.0,5,12,12,12
CC(C)c1ccc(S(=O)(=O)c2cn(Cc3ccc(F)cc3)c3cc4c(cc3c2=O)OCO4)cc1,101,1.2,101,.,0.3,-1,-6,14,-2
Cc1cc(-c2ccc(F)cc2)nc2cc(C(N)=O)nn12,96,-1.8,102,-4,-1.1,5,-9,4,7
COc1ccc(CSc2nnnn2-c2ccc(C(N)=O)cc2)cc1[N+](=O)[O-],104,5.6,101,-9,7.2,5,36*,-2,33
O=C(CS(=O)(=O)c1ccc(F)cc1)N1CCOCC1,97,0.1,97,3,0.9,-3,-11,1,19
CCCCC(=O)N(CCC)CCC,100,.,101,-10,.,5,-7,4,16

# Five compounds from above with just PHOSPHO1 block and MEKK2wt PB1 HTS:
Molecule | PHOSPHO1 block | MEKK2wt PB1 HTS
O=C(NNC(=O)c1nn(-c2ccc(F)cc2)ccc1=O)c1ccc(C(F)(F)F)cc1 | 19 | 99
Cc1nc2ccccn2c1-c1ccnc(=S)[nH]1 | -74 | 101
C/C(=N\NC(=O)c1nnn(-c2nonc2N)c1-c1cccs1)c1ccncc1 | 12 | 104
O=C(CS(=O)(=O)c1ccc(F)cc1)N1CCOCC1 | 19 | 97
CC1(C)Cc2nc3sc4c(SCC(=O)NCc5ccccc5)ncnc4c3cc2CO1 | 13 | 104

# Additional entries follow:
SMILES,MEKK3 PB1 HTS,OXTR agonist,MEKK2wt PB1 HTS,GalR3 antagonist,V1R ag counter,MEKK2 mut-MEK5,GPR7 antagonist,NALP1 inh,PHOSPHO1 block
COc1cccc(C2NC(=O)N(CCCC(=O)O)C(C)=C2C(=O)OCc2ccccc2)c1 (configuration not stated),97,0.5,98,4,0.7,-3,.,.,.
CCOc1ccc2[nH]cc(S(=O)(=O)c3ccc(Cl)cc3)c(=O)c2c1,101,-0.9,102,-7,-0.3,-3,-9,-10,45
O=C(NCCc1nc2ccccc2[nH]1)c1ccco1,83,0.3,84,4,0.5,-6,-13,-2,1
Cc1cc(NC(=O)C(C)C)n(-c2nc3ccccc3s2)n1,99,-2.4,98,-7,0.1,-1,-7,-7,32
Cn1c(=O)c2c(ncn2CC(=O)OCC(=O)Nc2cc(Cl)ccc2Cl)n(C)c1=O,139*,1.9,100,0,5.0,-1,-13,19,-5
O=S(=O)(NCCc1csc(-c2cccnc2)n1)c1cc(F)ccc1F,101,-0.6,105,-2,1.8,7,6,3,13
O=C(COc1cccnc1[N+](=O)[O-])Nc1ccc2c(c1)OC(F)(F)O2,95,2.0,94,-1,2.6,-3,-4,36,-2
CC1=C(C(=O)N2CCCC(N3CCN(c4ccccc4F)CC3)C2)OCCO1 (configuration not stated),105,0.6,105,-1,-0.7,9,-1,25,-7
COc1ccc(CNC(=O)c2ccc(C(C)(C)C)cc2)cc1,96,-2.3,92,-2,-0.6,-6,-5,22,37
CSc1ccc(C(=O)/C=C/c2ccc(N)cc2)cc1,105,-0.8,98,-1,-0.6,3,8,31,0
CNc1oc(-c2cccs2)nc1C#N,.,-1.1,.,7,-0.2,.,-2,13,15
Cc1cccc(NC(=O)c2ccoc2C)n1,115,10,116,0,1.6,15,-16,12,12
CC(NC(=O)Nc1ccccn1)N1C(=O)C2C3C=CC(C3)C2C1=O (configuration not stated),102,-0.1,101,-2,-0.1,2,-6,-56,-14
O=C(O)CCC(=O)N1CCc2cc(S(=O)(=O)N3CCCCC3)ccc21,105,0.5,106,.,0.2,5,3,-4,19
Cn1cnnc1SCC(=O)c1cc2ccccc2o1,94,2.0,96,-3,6.2,-3,-9,-2,-6
CCOc1ccc(NC(=O)c2ccc3c(=O)n4c(nc3c2)CCCCC4)cc1,101,2.2,101,0,4.2,3,-6,-3,53
COc1ccc(C(=O)NCC(=O)c2ccccc2)cc1,103,0.7,100,-10,0.1,3,-11,18,13
CN1CCc2ccccc2C1C1CCNCC1 (configuration not stated),103,1.5,103,-1,0.3,2,-3,14,-10
COc1ccc(C(C(=O)NCC2CCCO2)N(C(=O)CNC(=O)c2cccs2)c2ccc(NC(C)=O)cc2)cc1OC (configuration not stated),103,0.6,104,-1,1.7,3,-14,5,-3
COc1ccc(OC)c(NC(=O)CCN2CC(C)CC(C)C2)c1 (configuration not stated),101,1.5,105,.,-0.2,1,4,15,8
C/C(CC(=O)Nc1cccc(Cl)c1Cl)=N\NC(=O)C(=O)N1CCCC1,98,-0.6,99,-9,-1.2,2,-4,0,45
Clc1ccc(-n2cc(-c3ccc(Br)cc3)[n+]3c2CCCCC3)cc1,99,-0.5,104,-4,-0.6,1,-3,1,42
CCc1nnc(SCC(=O)Nc2ccc(N3CCN(S(C)(=O)=O)CC3)cc2)o1,105,0.6,99,-10,2.1,1,-5,-7,55
COC(=O)Nc1ccc(S(=O)(=O)N2CCCC(C(=O)N3CCC(C)CC3)C2)cc1 (configuration not stated),100,2.8,95,0,6.6,-6,-12,11,0
CCc1nc2ccc(C(=O)Nc3ccc4c(c3)OCO4)cc2nc1CC,85,-2.9,79,-2,-0.9,-12,15,8,-10
COc1ccccc1CN(C(=O)CCl)C(C(=O)NC1CCCCC1)c1ccncc1 (configuration not stated),102,0.6,121,.,0.4,3,3,7,-12
Cc1nn(-c2ccccc2)c(Oc2ccc(F)cc2)c1/C=N/n1cnnc1,108,-1.2,107,-5,-1.5,5,3,-8,-11
Cc1ccc(CN2CCN(Cc3c(C)nn(C(C)C)c3C)CC2CCO)o1 (configuration not stated),107,-0.6,101,-1,-0.6,0,-6,12,34
Oc1c(CN2CCCC(C(F)(F)F)C2)cc(Cl)c2ccccc12 (configuration not stated),99,0.5,103,-6,-0.4,0,8,22,13
CCOC(=O)c1c(NC(=O)c2cccs2)sc2c1CCCC2,1.0*[inhibitor],2.3,-1.0*[inhibitor],-1,0.3,-9,-11,12,-15
COc1ccc(N(CC(=O)NC2CCCC2)S(=O)(=O)c2ccc(NC(C)=O)cc2)cc1,102,0.9,95,-5,1.2,-4,-10,4,28
CNC(=O)NC(=O)CSc1nc(-c2cccs2)c(C#N)c(=O)[nH]1,103,.,97,4,.,-8,-2,-13,16
Cc1cc(C)cc(OCC(=O)Nc2cccc(C(=O)O)c2)c1,99,0.9,107,-3,0.1,5,-3,13,2
Cc1ccc(-c2nnn(CC(=O)N(Cc3ccco3)C(C(=O)NC(C)(C)C)c3ccncc3)n2)o1 (configuration not stated),101,0.7,106,-3,-0.1,-2,-11,14,23
CCOC(=O)c1cc2cc(OCc3ccccc3)ccc2nc1C,91,-0.3,91,-4,-0.3,-5,-23,0,-2
Cc1ccc(C(=O)C[n+]2cc(-c3ccccc3)n3c2CCCCC3)cc1,102&101,-0.9&0.8,104&107,-2&-6,0.0&0.2,0&9,28*!,37,-2&15
CCn1c(SCC(=O)Nc2sc3c(c2C#N)CCCC3)nnc1-c1ccncc1,93,-0.5,92,-2,-0.3,0,-2,-14,-1
COc1ccc(S(=O)(=O)N2CCCCCC2)cc1N(C)S(=O)(=O)c1ccc(C)cc1,100,1.1,111,0,2.9,22,10,7,-2
C[C@]1(C(=O)O)Cc2oncc2C[C@@H]1C(=O)O,99,1.9,100,1,0.7,-1,9,33,9
